MrgX1 ag: agonists of human MrgX1 receptor, primary screen, HEK293 cells, Fluo-4 calcium flux | Fluo-4 calcium fluorescence, agonist mode; stronger effect = higher value | B-score at 10 µM | 310,000 compounds, 0.44% hits;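 active = calcium response B-score plate-corrected fluorescence ratio at least 3 library SD, with starting fluorescence B-score inside 5 SD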
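times = overnight plating, then 30 min 37 °C plus 30 min room-temperature dye loading | assay system = stable human MrgX1 HEK293 cell line | input = fifteen thousand cells per well | signal = kinetic calcium dye fluorescence, Fluo-4 NW | dosing = compound delivered in addition one of three | read-out = B-scored fluorescence response ratio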
TMEM16A act: TMEM16A chloride channel activators or potentiators, primary screen, cell-based, HTS; B-score at 10 µM; Anoctamin-1 (Mus musculus), Q8BHY3; 340,000 compounds, 0.3% hits; HEK293 TMEM16A/YFP-H148Q/I152L, iodide quench fluorescence; stronger effect = lower value;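 active = fluorescence-ratio B-score plate-corrected deviation score at least 3 library SD below zero, with starting fluorescence score within 5 deviations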;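 also: channel opened by trigger with iodide after compound preincubation; score built on the fluorescence ratio of max minus min over baseline; more negative score means more quench and so TMEM16A activation or potentiation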
TRPC4 act: activators of mouse TRPC4 channel, primary screen, Fluo4 calcium, HEK293 TRPC4beta/mu-opioid cells; 310,000 compounds, 0.49% hits; Fluo4 calcium fluorescence; stronger effect = higher value; B-score at 10 µM;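 active = B-score above 5 SD of library B-scores, and initial fluorescence ratio not above library mean plus 5 SD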;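 also: positive B-score marks a calcium rise read as TRPC4 activation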
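Assay system: HEK293 stable line with TRPC4beta plus mu-opioid receptor. Times: dye 45 min RT, read 110 s. Measured by: kinetic Fluo4 calcium fluorescence. Measure: B score of integrated ratio. Controls: assay buffer as low control, maximal DAMGO as high control.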
MrgX1 PAM: positive allosteric modulators of MrgX1, primary screen, HEK293 cells, Fluo-4 calcium flux | Mas-related G-protein coupled receptor member X1 (Homo sapiens), Q96LB2 | FDSS; stronger effect = higher value | B-score at 10 µM | 310,000 compounds, 0.63% hits | AID 588675, 2011;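 active = plate-corrected calcium response at least 3 library SD above typical, normal starting fluorescence, not activating the receptor alone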;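 also: compound read alongside a low EC10 to EC30 dose of BAM8-22 agonist; peak minus trough fluorescence over baseline measured at the second addition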
TRPC6 inh: mouse TRPC6 channel inhibitors, primary screen, cell-based, HEK293, membrane potential dye; B-score at 10 µM; Short transient receptor potential channel 6 (Mus musculus), Q61143; 310,000 compounds, 1.1% hits; ACh-evoked depolarization; stronger effect = lower value;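 active = B-score under library mean minus 3 SD, initial fluorescence not abnormally high, positive integrated signal ratio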;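 also: B-score derived from integrated fluorescence ratio over the kinetic read; more negative B-score means stronger inhibition of depolarization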
Target sequence (Q61143 whole entry, looked up): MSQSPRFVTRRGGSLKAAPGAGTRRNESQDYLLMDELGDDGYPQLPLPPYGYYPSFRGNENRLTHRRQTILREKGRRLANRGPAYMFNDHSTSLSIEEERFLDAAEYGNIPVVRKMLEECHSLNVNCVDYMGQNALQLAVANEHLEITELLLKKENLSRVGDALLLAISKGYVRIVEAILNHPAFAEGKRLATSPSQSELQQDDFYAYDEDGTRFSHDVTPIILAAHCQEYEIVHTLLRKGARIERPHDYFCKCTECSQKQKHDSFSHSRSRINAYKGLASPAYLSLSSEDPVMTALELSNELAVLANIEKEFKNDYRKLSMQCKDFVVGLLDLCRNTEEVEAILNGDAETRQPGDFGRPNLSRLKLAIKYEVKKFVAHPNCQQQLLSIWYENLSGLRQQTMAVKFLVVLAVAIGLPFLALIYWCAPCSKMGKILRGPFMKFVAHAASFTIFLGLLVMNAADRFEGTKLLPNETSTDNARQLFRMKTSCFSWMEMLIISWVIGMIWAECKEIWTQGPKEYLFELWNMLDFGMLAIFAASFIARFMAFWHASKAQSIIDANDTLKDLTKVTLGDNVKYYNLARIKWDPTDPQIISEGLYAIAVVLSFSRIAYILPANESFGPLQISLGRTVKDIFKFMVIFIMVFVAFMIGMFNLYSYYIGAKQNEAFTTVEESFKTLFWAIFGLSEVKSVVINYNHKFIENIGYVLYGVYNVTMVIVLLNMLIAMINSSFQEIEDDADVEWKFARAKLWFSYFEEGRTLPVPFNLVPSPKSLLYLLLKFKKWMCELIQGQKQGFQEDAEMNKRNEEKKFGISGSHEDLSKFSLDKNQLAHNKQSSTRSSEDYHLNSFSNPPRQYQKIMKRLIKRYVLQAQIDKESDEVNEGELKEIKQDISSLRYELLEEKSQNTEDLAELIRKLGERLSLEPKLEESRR
TRPC6 act: mouse TRPC6 channel activators, primary screen, cell-based, HEK293, membrane potential dye; Short transient receptor potential channel 6 (Mus musculus), Q61143; HEK293-TRPC6 membrane potential dye fluorescence; stronger effect = higher value; B-score at 10 µM; 310,000 compounds, 0.13% hits; AID 2550, 2010;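 active = B-score of the integrated fluorescence ratio above library mean plus 3 SD, and starting fluorescence ratio within library mean plus 5 SD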;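 also: higher score means more depolarization so channel activation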
ANO1 block: TMEM16A chloride channel inhibitors, primary screen, cell-based, HTS; AID 588511, 2011; Anoctamin-1 (Mus musculus), Q8BHY3; HEK293 TMEM16A/YFP iodide influx fluorescence, ionomycin; 310,000 compounds, 1.2% hits; normalized B-score (activity score, 25-100; higher = stronger inhibition) at 10 µM;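 active = ratio plate-corrected score three or more library SD toward inhibition, starting fluorescence score within five deviations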;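 also: score derived from kinetic fluorescence span divided by baseline fluorescence per well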
TRPC4 PAM: positive allosteric modulators of TRPC4, primary screen, cell-based, mouse TRPC4beta, HEK293 mu-opioid, Fluo-4 calcium. Short transient receptor potential channel 4 (Mus musculus), Q9QUQ5. DAMGO EC20, Fluo-4 Ca2+ flux; stronger effect = higher value. B-score at 10 µM. 310,000 compounds, 0.42% hits;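 active = B-score of calcium response area above 5 SD of library B-scores, with initial fluorescence ratio within 5 SD of library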;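 also: B-score of integrated fluorescence ratio over time as area under calcium response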
TRPC4 inh: inhibitors of mouse TRPC4 channel, primary screen, Fluo4 calcium, HEK293 TRPC4beta/mu-opioid cells | Short transient receptor potential channel 4 (Mus musculus), Q9QUQ5 | DAMGO-evoked Fluo4 calcium flux; stronger effect = lower value | B-score at 10 µM | 300,000 compounds, 0.39% hits | AID 2247, 2010;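 active = B-score over 3 SD under the library average, no early fluorescence shift, positive overall ratio signal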
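Material: HEK293 cells with stable TRPC4beta plus mu-opioid receptor expression / Probe or stimulus: DAMGO in two steps, submaximal then maximal / Compound: single concentration per test compound / Technique: kinetic Fluo4 fluorescence imaging of calcium influx / Read-out: per-well B score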
RGS4 inh: RGS4 inhibitors, primary screen, cell-based, HEK293 M3R inducible RGS4, calcium flux; AID 463165, 2010; 310,000 compounds, 0.45% hits; Fluo-4 calcium flux; stronger effect = higher value; triggered by carbachol at its EC20; Regulator of G-protein signaling 4 (Homo sapiens), P49798; B-score at 10 µM;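 active = B-score, a plate-corrected calcium signal, over three deviations above library mean, with baseline fluorescence within five deviations of library mean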;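 also: RGS4 expression induced by doxycycline in cells with stable M3 receptor; B-score is computed from the integrated fluorescence ratio over baseline after carbachol; higher B-score means a larger calcium signal and so more RGS4 inhibition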
Target sequence (P49798 whole entry, looked up): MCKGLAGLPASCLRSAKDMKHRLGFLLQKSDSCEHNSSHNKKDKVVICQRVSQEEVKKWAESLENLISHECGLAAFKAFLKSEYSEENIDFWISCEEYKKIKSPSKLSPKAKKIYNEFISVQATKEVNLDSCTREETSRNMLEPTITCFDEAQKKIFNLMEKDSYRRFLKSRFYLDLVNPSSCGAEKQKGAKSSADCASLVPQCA
MrgX1 antag: antagonists of human MrgX1 receptor, primary screen, HEK293 cells, Fluo-4 calcium flux; 310,000 compounds, 1.3% hits; BAM8-22 antagonism; stronger effect = lower value; B-score at 10 µM;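 active = calcium-response B-score plate-corrected more than 3 library SD below zero, starting fluorescence within 5 deviations, no agonist response on first addition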;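 also: peak minus trough fluorescence over baseline after final BAM8-22 challenge near maximal dose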
Starred values were filed as active, the others as inactive; i = inactive; x = not tested or not shown. An unsorted share of the library; 5.8% or so of the library scored in one or more.

SMILES	MrgX1 ag	TMEM16A act	TRPC4 act	MrgX1 PAM	TRPC6 inh	TRPC6 act	ANO1 block	TRPC4 PAM	TRPC4 inh	RGS4 inh	MrgX1 antag
CCN(C(=O)CSc1nc2ccccc2o1)c1c(N)n(Cc2ccccc2)c(=O)[nH]c1=O	i	i	i	i	i	i	i	i	i	i	i
CCCCCCCc1c(C)nc(N2CCOCC2)[nH]c1=O	i	i	i	i	i	i	i	i	i	i	i
COc1ccc(Cc2nnc(-c3ccccc3)o2)cc1	i	i	i	i	i	i	i	i	i	i	i
Cc1cccc(-c2noc(-c3ccoc3C)n2)c1	i	i	i	i	i	i	i	i	i	i	i
O=C(NCc1cc([N+](=O)[O-])ccc1O)c1cccnc1Sc1ccccc1Cl	i	i	i	i	i	i	i	i	i	i	i
CC1(C)Cc2cccc(OCC(=O)N3CCN(c4ccccc4F)CC3)c2O1	i	i	i	i	i	i	i	i	i	i	i
CC(Oc1ccc(/C=N/NC(=O)Cc2cccc3ccccc23)cc1)C(=O)O (configuration not stated)	i	i	i	i	i	i	i	i	i	i	i
CCN(CC(=O)NCc1ccc(F)cc1)C(=O)/C=C/c1ccco1	i	i	i	i	i	i	i	i	i	i	i
COc1ccc(CC(=O)N/N=C/c2cc(Br)cs2)cc1OC	i	i	i	i	i	i	i	i	i	i	i
Cc1ccc(Nc2nc(N3CCOCC3)nc(N3CCOCC3)n2)cc1C	i	i	i	i	i	i	i	i	i	i	i
O=C(NC1CC1)C1=C[C@@H](C2CCCCC2)C[C@@H](OCc2ccc(CO)cc2)O1	i	i	i	i	i	i	i	i	i	i	i
OC1(c2ccc(F)cc2)CCN(Cc2cccnc2)CC1	i	i	i	i	i	i	i	i	i	i	i
COc1ccc(C(=O)C[n+]2ccc(-c3nnc4n3CCCCC4)cc2)cc1	i	i	i	i	i	i	i	i	i	i	i
CCN(c1ccccc1C(=O)O)S(=O)(=O)c1ccc2[nH]c(=O)[nH]c2c1	i	i	i	i	i	i	i	i	i	i	i
CN(C)CCNC(=O)C1CCCNC1=O (configuration not stated)	i	i	i	i	i	i	i	i	i	i	i
C=CCn1c(SCc2ccc(Br)cc2F)nc2cc(C(=O)O)ccc2c1=O	i	i	i	i	i	i	i	i	i	i	i
COc1ccccc1NC1=NCC(=O)N1Cc1ccccc1	i	i	i	i	i	i	i	i	i	i	i
O=C(CCS(=O)(=O)c1cccs1)N1CCN(c2ccc(F)cc2)CC1	i	i	i	i	i	i	i	i	i	i	i
COC(=O)c1cc(-c2ccc(OC)c(OC)c2)n[nH]1	i	i	i	i	i	i	i	i	i	i	i
CCOC(=O)C1CCN(C(=O)c2ccccc2N(C)S(C)(=O)=O)CC1	i	i	i	i	i	i	i	i	i	i	i
CC(=O)c1ccc(-n2c(SCC(=O)c3c[nH]c4ccccc34)nc3ccccc3c2=O)cc1	i	i	i	i	i	i	i	i	i	i	i
O=C(Nc1cccnc1)C1=NN(C2CCS(=O)(=O)C2)C(=O)CC1 (configuration not stated)	i	i	i	i	i	i	i	i	i	i	i
Cc1cc(C)c(S(=O)(=O)Cc2ccccc2)c(=O)[nH]1	i	i	i	i	i	i	i	i	i	i	i
O=C(Nc1ccccc1F)C1CCCN(S(=O)(=O)c2cccc3cccnc23)C1 (configuration not stated)	i	i	i	i	i	i	i	i	i	i	i
N#C/C(=C1\CCCN1)c1nc2ccccc2c(=O)[nH]1	i	i	i	i	i	i	i	i	i	i	i
CC1CN(Cc2ccc(C#N)cc2Cl)CC(C)O1 (configuration not stated)	i	i	i	i	i	i	i	i	i	i	i
CN1CCN(S(=O)(=O)c2ccc(Br)c3ccccc23)CC1	i	i	i	i	i	i	i	49*	i	i	i
CN(C)c1ccc(-c2nnn(CC(=O)Nc3ccccc3N3CCOCC3)n2)cc1	i	i	i	i	i	i	i	i	i	i	i
C=CCn1c(=NC(=O)c2cccc(N3C(=O)CCC3=O)c2)sc2cccc(OC)c21	i	i	i	i	i	i	i	i	i	i	i
O=C(CN1CCN(Cc2ccccc2)CC1)c1ccccc1	i	i	i	i	i	i	i	i	i	i	i
COc1ccccc1N1CCN(C(=O)CSc2nc(C)c(Cc3ccccc3)c(=O)[nH]2)CC1	i	i	i	i	i	i	i	i	i	i	i
Cc1ccccc1C(=O)N1CCN(c2ccc(NC(=O)c3cccs3)cc2)CC1	i	i	i	i	i	i	i	i	i	i	i
Cc1ccc(C(=O)COC(=O)CCN2C(=O)C3C4CCC(C4)C3C2=O)cc1C (configuration not stated)	i	i	i	i	i	i	i	i	i	i	i
O=C(CNC(=O)c1ccccc1)NCC(=O)OCC(=O)c1ccc([N+](=O)[O-])cc1	i	i	i	i	i	i	i	i	i	i	i
COCCCNC(=S)N1CCN(Cc2ccc3c(c2)OCO3)CC1	i	i	i	i	i	i	i	i	i	i	i
CCOc1ccc2nc(NC(=O)CSc3cn[nH]n3)sc2c1	i	i	i	i	i	i	i	i	i	i	i
CCC1=NN2C(=N)/C(=C\c3ccc(OCCOc4ccccc4)c(OC)c3)C(=O)N=C2S1	i	x	i	i	i	i	i	i	i	i	i
N#CCCN(Cc1cccnc1)C(=S)NCc1ccco1	i	i	i	i	i	i	i	i	i	i	i
C=CCNC(=O)c1onc(CSc2ccc(C)c(C)c2)c1C(=O)O	i	i	i	i	i	i	i	i	i	i	i
C=C(C)Cn1c(SCC(=O)O)nnc1-c1ccc(C(C)(C)C)cc1	i	i	i	i	i	i	i	i	i	i	i
CC(=O)c1cc(-c2ccccc2)n(CC(=O)Nc2cc(C)cc(C)c2)c1C	i	i	i	i	i	i	i	i	i	i	i
N#C/C(=C(/O)COc1ccccc1)c1nnc2n1CCCCC2	i	i	i	i	i	i	i	i	i	i	i
O=C(O)CN(Cc1ccco1)S(=O)(=O)c1ccccc1	i	i	i	i	i	i	i	i	i	i	i
Cc1cc(C(=O)NNC(=O)C2CCCC2)c(C)o1	i	i	i	i	i	i	i	i	i	i	i
O=S(=O)(Nc1ccc(Cl)cn1)c1ccc2c(c1)OCCO2	i	i	i	i	i	i	i	i	i	i	i
O=C(Nc1cccc2cccnc12)c1cccnc1	i	i	i	i	i	i	i	i	i	i	i
O=C(/C=C/c1cccc([N+](=O)[O-])c1)c1ccc([N+](=O)[O-])o1	i	i	i	i	i	i	i	i	i	13*	i
COc1cc2c(cc1OC)C(Nn1cnnc1)=NC1(CCCC1)C2	i	i	i	i	i	i	i	i	i	i	i
CCCc1cc(=O)oc2cc(OCC(=O)NCCc3c[nH]c4ccc(OC)cc34)ccc12	i	i	i	i	i	i	i	i	i	i	i
COc1ccc2nc(C3CCCCC3)nc(C3CCCCC3)c2c1	i	i	i	i	i	i	i	i	i	i	i

Next entries:
SMILES	MrgX1 ag	TMEM16A act	TRPC4 act	MrgX1 PAM	TRPC6 inh	TRPC6 act	ANO1 block	TRPC4 PAM	TRPC4 inh	RGS4 inh	MrgX1 antag
O=C(NNC(=O)c1ccc(Br)s1)NC1CCCCC1	i	i	i	i	i	i	i	i	i	i	i
CCN1CCC(C(N)=O)CC1	i	i	i	i	i	i	i	i	i	i	i
Cc1ccc(S(=O)(=O)CCC(=O)OCC(=O)NC2CCS(=O)(=O)C2)cc1 (configuration not stated)	i	i	i	i	i	i	i	i	i	i	i
CCCCCCn1c(=O)c(-c2ccccc2)c(O)c2ccccc21	i	i	i	i	i	i	i	i	i	i	i
COc1ccc(CC(CN)c2ccccc2)cc1 (configuration not stated)	i	i	i	i	i	i	i	i	i	i	i
COc1ccccc1C(=O)C1CCCN(C(=O)c2snnc2C)C1 (configuration not stated)	i	i	i	i	i	i	i	i	i	i	i
CCN(C(C)=O)c1cccc2ccccc12	i	i	i	i	i	i	i	i	i	i	i
COc1ccccc1NC(=O)CSc1nnc(C)n1CC1CCCO1 (configuration not stated)	i	i	i	i	i	i	i	i	x	i	i
COc1cc(N2C(=O)c3ccccc3C2=O)c(Cl)cc1C(=O)OCC(=O)N1CCOCC1	i	i	i	i	i	i	i	i	i	i	i
CC(C)CC1NC(=O)N(CC(=O)N2CCN(S(=O)(=O)c3ccc(Cl)cc3)CC2)C1=O (configuration not stated)	i	i	i	i	i	i	i	i	i	i	i
O=C(C[C@@H]1NS(=O)(=O)OC2CCCCC21)c1ccccc1 (some centres not stated)	i	i	i	i	i	i	i	i	x	i	i
CCn1nc(C)cc1C(=O)OCC(=O)c1ccc(Cl)cc1	i	i	i	i	i	i	i	i	i	i	i
O=C(CSc1nc2ccccc2nc1N1CCCC1)Nc1ccc(F)cc1	i	i	i	i	i	i	i	i	i	i	i
Cc1ccc(NC(=O)CN(C)C(=O)/C=C/c2cccs2)cc1	i	i	i	i	i	i	i	i	i	i	i
CCOc1ccc(/C=N/Nc2cc(C)nc(N3CCOCC3)n2)cc1	i	i	i	i	i	i	i	i	i	i	i
CCN1CCc2c(sc(NC(=O)Cc3ccccc3)c2C(N)=O)C1	i	i	i	i	i	i	i	i	i	i	i
O=C(COC(=O)CNS(=O)(=O)c1ccc(F)c(F)c1F)Nc1ccc(OC(F)F)cc1	i	i	i	i	i	i	i	i	i	i	i

As a working copy, two of the compounds above.
SMILES	MrgX1 ag	TMEM16A act	TRPC4 act	MrgX1 PAM	TRPC6 inh	TRPC6 act	ANO1 block	TRPC4 PAM	TRPC4 inh	RGS4 inh	MrgX1 antag
O=C(C[C@@H]1NS(=O)(=O)OC2CCCCC21)c1ccccc1 (some centres not stated)	i	i	i	i	i	i	i	i	x	i	i
CCn1nc(C)cc1C(=O)OCC(=O)c1ccc(Cl)cc1	i	i	i	i	i	i	i	i	i	i	i
